# Bioassay records: PubChem, several laboratories
# BH1578 lux ind = quorum light induction in luxS cqsA deficient V. cholerae | V. cholerae BH1578 lux reporter, luminescence, 6 h | activation, % at 18.7 µM | 350,000 compounds, 0.16% hits; in the data active = activation mostly above about 9.7%, no sharp cut-off; also: not every result past the cut was called active; inactives centre near 0; reference of the scale not given here
# FBA Mtb inh = Mtb fructose-bisphosphate aldolase inhibition | purified M. tuberculosis FBA, fluorescence read-out | inhibition, % at 1 µM | 360,000 compounds, 2.3% hits | AID 588726; in the data active = inhibition above about 27%;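 also: 0% = vehicle and 100% = reference inhibitor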
# Target sequence (P9WQA3 whole entry, looked up): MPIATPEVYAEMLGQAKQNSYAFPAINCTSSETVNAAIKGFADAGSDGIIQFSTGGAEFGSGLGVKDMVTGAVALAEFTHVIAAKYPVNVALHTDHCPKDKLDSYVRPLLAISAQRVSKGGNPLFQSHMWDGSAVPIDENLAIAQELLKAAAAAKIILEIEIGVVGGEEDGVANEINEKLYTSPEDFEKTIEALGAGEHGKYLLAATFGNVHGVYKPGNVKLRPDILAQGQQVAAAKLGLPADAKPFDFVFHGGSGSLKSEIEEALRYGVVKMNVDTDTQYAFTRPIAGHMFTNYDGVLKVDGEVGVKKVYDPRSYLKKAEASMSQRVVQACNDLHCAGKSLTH
# Mtb BioA inh = BioA (M. tuberculosis) enzyme inhibition; inhibition, % at 9.99 µM; AID 602481; 360,000 compounds, 0.096% hits; purified M. tuberculosis BioA enzyme, plate reader; in the data active = inhibition above about 40%
# UGM FP inh = inhibitors of M. tuberculosis UDP-galactopyranose mutase | 320,000 compounds, 0.06% hits | AID 504406 | P9WIQ1 | purified UGM, fluorescence polarization probe displacement | inhibition, % at 10 µM; in the data active = inhibition above about 10%, passing the limit was not always enough
# Target sequence (P9WIQ1 whole entry, looked up): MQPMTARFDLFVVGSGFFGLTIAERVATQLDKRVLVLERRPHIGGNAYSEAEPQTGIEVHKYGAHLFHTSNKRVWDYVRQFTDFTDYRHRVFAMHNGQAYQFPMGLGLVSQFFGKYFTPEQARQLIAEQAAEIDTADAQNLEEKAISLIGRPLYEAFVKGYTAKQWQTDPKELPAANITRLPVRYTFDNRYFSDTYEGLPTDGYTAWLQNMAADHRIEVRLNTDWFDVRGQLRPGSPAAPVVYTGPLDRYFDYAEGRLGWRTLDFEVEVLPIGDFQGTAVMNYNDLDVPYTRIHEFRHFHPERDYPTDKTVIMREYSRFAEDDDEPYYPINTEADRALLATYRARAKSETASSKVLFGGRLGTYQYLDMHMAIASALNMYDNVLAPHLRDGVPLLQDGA
# MazF activator = activators of E. coli MazEF toxin-antitoxin RNase; P0AE70; AID 504720; 350,000 compounds, 0.32% hits; FAM/BHQ RNA-DNA oligo cleavage fluorescence, 5 h; activation, % at 20 µM; in the data active = activation above about 50%
# Target sequence (P0AE70 whole entry, looked up): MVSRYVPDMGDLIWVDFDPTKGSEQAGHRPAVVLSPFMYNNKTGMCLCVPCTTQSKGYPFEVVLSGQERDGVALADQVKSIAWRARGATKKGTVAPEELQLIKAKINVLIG
# SSB-PriA inh = blocks PriA binding to SSB C-terminal tail; AlphaScreen SSBct-PriA binding, biotinylated peptide; inhibition, % at 33 µM; 430,000 compounds, 0.6% hits; in the data active = inhibition mostly above about 37%, no sharp cut-off; inactive = mostly below about 20%;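 also: plate controls were negative control peptide for no effect and reference peptide for full effect; strong numbers were not always called active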
# Rv3671c inh = inhibits the M. tuberculosis serine protease Rv3671c. P9WHR9. inhibition, % at 5.96 µM. 320,000 compounds, 0.048% hits. AID 2606; in the data active = inhibition above about 38%;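 also: extracellular domain of Rv3671c used as enzyme; 0% = enzyme with DMSO and 100% = no enzyme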
# GDH-TPI inh = inhibits GDH-TPI coupling enzymes, artifact for Mtb FBA screen. GDH-TPI coupled enzyme counterscreen, NADH absorbance. inhibition, % at 4.8 µM. 360,000 compounds, 1.2% hits; in the data active = inhibition above about 30%;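 also: 0% = DMSO wells and 100% = wells lacking the enzyme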
# VHR inh abs = DUSP3 (human) phosphatase inhibition. AID 1654. recombinant VHR phosphatase, pNPP absorbance. 290,000 compounds, 0.52% hits. inhibition, % at 13.3 µM; in the data active = inhibition above about 50%; also: some compounds called inactive have numbers as strong as hits
# Target sequence (P51452 whole entry, looked up): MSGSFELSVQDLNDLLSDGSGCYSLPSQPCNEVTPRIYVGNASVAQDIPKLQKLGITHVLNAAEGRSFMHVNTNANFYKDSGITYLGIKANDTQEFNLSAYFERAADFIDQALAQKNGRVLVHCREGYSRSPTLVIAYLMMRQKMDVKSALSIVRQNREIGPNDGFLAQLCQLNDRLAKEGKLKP
# SARS 3CLpro inh = SARS-CoV 3CLpro protease inhibition; P0C6X7; recombinant SARS-CoV 3CLpro, quenched FRET peptide cleavage; inhibition, % at 6 µM; 290,000 compounds, 0.14% hits; in the data active = inhibition above about 12%
# Numbers without * were called inactive; i = inactive; nt = no result given. An excerpt; rates above refer to the full screens.
(1) Cc1ccc(S(=O)(=O)Nc2nc(C)c(C(=O)Nc3ccccc3)s2)cc1
(2) N#CC1=C(N)N(c2ccccc2)C2=C(C(=O)CCC2)C1c1ccccc1 (centres undefined)
(3) O=C(O)c1cccc(S(=O)(=O)Nc2ccccc2-c2ccccc2)c1
(4) COc1ccc(CCNC(=S)Nc2cccc3ccccc23)cc1
(5) COc1cc(OC)cc(-c2nc(SCC(=O)Nc3ccccc3F)n[nH]2)c1
(6) CCCCCC1CC(COc2ccccc2)OC1=O (centres undefined)

entry no. | 1 | 2 | 3 | 4 | 5 | 6
BH1578 lux ind | -0.4 | -1.2 | -0.3 | -0.3 | i | -1.1
FBA Mtb inh | -2 | 7 | 4 | 2 | -2 | -2
Mtb BioA inh | -0.6 | 4.8 | nt | nt | 7.9 | 2.6
UGM FP inh | 1.9 | 0.9 | -0.1 | 0.3 | -1.5 | 3.9
MazF activator | 0 | 8 | -3 | 2 | 5 | -9
SSB-PriA inh | 1 | -6 | -8 | 5 | -17 | -22
Rv3671c inh | -3 | 5 | -1 | -7 | -20 | 1
GDH-TPI inh | 7 | 9 | 3 | 15 | -9 | -6
VHR inh abs | -16 | 16 | 29 | -2 | 5 | 17
SARS 3CLpro inh | 0 | 2 | 6 | 4 | 6 | -1

(7) COc1cc2c(cc1OC)C(c1ccccc1)N(C(=O)CSCC(=O)O)CC2 (centres undefined)
(8) COc1cccc(-n2cnc3cccc(N)c32)c1
(9) O=C(Nc1cccc(Cl)c1)Nc1sccc1-c1nc2ccccc2s1
(10) COc1ccc(-c2cc(C(=O)Nc3cc(C)ccc3O)no2)cc1
(11) O=C(CN1CCOCC1)Nc1nc2ccc(Br)cc2s1
(12) Cc1ccc(C(=O)O/N=C(\c2ccccc2)c2ccncc2)cc1

entry no. | 7 | 8 | 9 | 10 | 11 | 12
BH1578 lux ind | i | -0.4 | -0.4 | 1.2 | -0.6 | 4.6
FBA Mtb inh | 1 | 4 | 8 | 1 | 0 | 0
Mtb BioA inh | nt | -0.2 | 1.2 | -1.6 | -1.3 | nt
UGM FP inh | 0.7 | 1.3 | 1.4 | -0.8 | 0.2 | 1.5
MazF activator | 2 | 3 | -4 | -5 | 7 | -1
SSB-PriA inh | 5 | 3 | -3 | 2 | -2 | nt
Rv3671c inh | 3 | -7 | -36 | -2 | -2 | -4
GDH-TPI inh | 0 | 11 | 3 | 14 | 0 | -4
VHR inh abs | 0 | 8 | 19 | 24 | -10 | 34
SARS 3CLpro inh | 3 | 5 | -6 | 0 | 4 | -2

# Entries 7–11 of the list above:
(7) COc1cc2c(cc1OC)C(c1ccccc1)N(C(=O)CSCC(=O)O)CC2 (centres undefined)
(8) COc1cccc(-n2cnc3cccc(N)c32)c1
(9) O=C(Nc1cccc(Cl)c1)Nc1sccc1-c1nc2ccccc2s1
(10) COc1ccc(-c2cc(C(=O)Nc3cc(C)ccc3O)no2)cc1
(11) O=C(CN1CCOCC1)Nc1nc2ccc(Br)cc2s1

entry no. | 7 | 8 | 9 | 10 | 11
BH1578 lux ind | i | -0.4 | -0.4 | 1.2 | -0.6
FBA Mtb inh | 1 | 4 | 8 | 1 | 0
Mtb BioA inh | nt | -0.2 | 1.2 | -1.6 | -1.3
UGM FP inh | 0.7 | 1.3 | 1.4 | -0.8 | 0.2
MazF activator | 2 | 3 | -4 | -5 | 7
SSB-PriA inh | 5 | 3 | -3 | 2 | -2
Rv3671c inh | 3 | -7 | -36 | -2 | -2
GDH-TPI inh | 0 | 11 | 3 | 14 | 0
VHR inh abs | 0 | 8 | 19 | 24 | -10
SARS 3CLpro inh | 3 | 5 | -6 | 0 | 4

# Next part
(13) O=C(NCc1ccc(F)cc1)c1noc2c1CCCCC2
(14) Cc1csc(SCC(=O)N(C)c2c(N)n(Cc3ccccc3)c(=O)[nH]c2=O)n1
(15) COC(=O)c1scc(C)c1NC(=O)CSc1ccc(Cl)cc1
(16) Cc1nn(C)c(C)c1NC(=O)/C(C#N)=C\N(C)C
(17) O=C(CSc1nnnn1-c1cccc2ccccc12)Nc1ccc(N2CCOCC2)c(Cl)c1
(18) CCOc1ccc(CCNC(=O)COC(=O)C2CCN(S(=O)(=O)c3ccc(C)c(C)c3)CC2)cc1OCC

entry no. | 13 | 14 | 15 | 16 | 17 | 18
BH1578 lux ind | -4.2 | -0.3 | -0.3 | -0.1 | 2.4 | -0.8
FBA Mtb inh | -1 | 3 | 2 | 1 | -1 | -4
Mtb BioA inh | -0.3 | nt | nt | -2.2 | -1.9 | 0.9
UGM FP inh | nt | 1.2 | -1.1 | -0.2 | -1.2 | -0.6
MazF activator | 5 | -23 | 1 | 7 | -3 | 1
SSB-PriA inh | -15 | -3 | -32 | -7 | -13 | -4
Rv3671c inh | nt | 0 | -5 | 3 | -9 | 0
GDH-TPI inh | 4 | 2 | 3 | 7 | 9 | -3
VHR inh abs | 10 | 28 | 5 | -18 | 19 | 15
SARS 3CLpro inh | -5 | 1 | -3 | 3 | 0 | 4

(19) C=CCN(c1ccc(C(=O)Nc2ccc3c(c2)OCO3)cc1)S(C)(=O)=O
(20) C[C@]12CCC(=O)C=C1CCC1C2CC[C@@]2(C)C1CC[C@]2(C)O (some centres undefined)
(21) O=C(Cn1c(=O)oc2ccccc21)N1CCCCC1
(22) COc1cc(C(=O)Nc2ccc3c(c2)N(C(=O)CCN(C)C)c2ccccc2CC3)cc(OC)c1OC
(23) O=C(NCCc1ccccc1)C1CCCN(C(=O)NC2CCCCC2)C1 (centres undefined)
(24) COc1ccc2nc(SCC(=O)NC3(C#N)CCCCC3)[nH]c2c1

entry no. | 19 | 20 | 21 | 22 | 23 | 24
BH1578 lux ind | 2.1 | i | -6.2 | -1.8 | i | 0.7
FBA Mtb inh | 4 | 0 | 4 | -4 | 1 | -1
Mtb BioA inh | nt | 0.3 | -3.0 | nt | -2.9 | nt
UGM FP inh | -4.2 | 0.8 | -2.1 | 1.6 | -2.5 | -0.2
MazF activator | 8 | 5 | 12 | -12 | 2 | 2
SSB-PriA inh | -2 | 1 | -12 | -8 | -4 | 6
Rv3671c inh | -7 | -6 | 3 | 4 | 2 | 4
GDH-TPI inh | -3 | -5 | 10 | -7 | 4 | 10
VHR inh abs | 31 | nt | -18 | 25 | -18 | nt
SARS 3CLpro inh | 3 | nt | 6 | -1 | -4 | nt

# Record cards, as listed above. Screens in order: BH1578 lux ind	FBA Mtb inh	Mtb BioA inh	UGM FP inh	MazF activator	SSB-PriA inh	Rv3671c inh	GDH-TPI inh	VHR inh abs	SARS 3CLpro inh
# `O=C(Cn1c(=O)oc2ccccc21)N1CCCCC1` is listed as -6.2	4	-3.0	-2.1	12	-12	3	10	-18	6
# `C[C@]12CCC(=O)C=C1CCC1C2CC[C@@]2(C)C1CC[C@]2(C)O` (some centres undefined) is listed as i	0	0.3	0.8	5	1	-6	-5	nt	nt

# More entries:
(25) COC(=O)c1ccc([C@H]2C=C(C(=O)O)O[C@@H](OCc3ccc(CO)cc3)C2)cc1
(26) Cc1cccc(NC(=O)Cn2c(=O)oc3ccccc32)c1
(27) CCO[C@@H]1OC(C(=O)NCc2ccccc2)=C[C@H](c2ccccc2)[C@H]1CCCO
(28) COc1ccc(N2CC(C(=O)N[C@H](C(=O)NC(C)c3ccccc3)C(C)C)CC2=O)cc1 (some centres undefined)
(29) O=C(NC1CC(=O)c2sccc21)c1ccc(Cl)cc1Cl (centres undefined)
(30) Cc1ccccc1NS(=O)(=O)c1cc(OCC(N)=O)c(C)cc1Cl

entry no. | 25 | 26 | 27 | 28 | 29 | 30
BH1578 lux ind | 3.7 | i | -0.9 | -5.9 | -0.2 | -0.3
FBA Mtb inh | 5 | -1 | 4 | 2 | 2 | 0
Mtb BioA inh | 0.0 | -0.3 | -0.3 | -0.1 | -0.2 | nt
UGM FP inh | -1.1 | -0.5 | -0.7 | 0.5 | 0.2 | -2.2
MazF activator | 7 | 11 | 4 | 6 | 2 | 2
SSB-PriA inh | -12 | -24 | 2 | -12 | -20 | 0
Rv3671c inh | 4 | 7 | 9 | 8 | 4 | 1
GDH-TPI inh | 8 | 3 | 4 | -9 | -16 | -4
VHR inh abs | -4 | -1 | 3 | -9 | 13 | 22
SARS 3CLpro inh | nt | 4 | 3 | -6 | 1 | 2

(31) O=C(COC(=O)C1CCCCC1)Nc1ccc([N+](=O)[O-])cc1
(32) COc1ccc(Cl)cc1NC(=O)CC(=O)Nc1cc(Cl)ccc1OC
(33) CCCn1c(SCc2ccc(C(=O)OC)o2)nc2ccccc2c1=O
(34) COc1ccc(N2C(=O)C(=O)N(c3ccc(OC)cc3)P2(=O)N(CCCl)CCCl)cc1
(35) COc1ccccc1C(=O)NCC(C)(C)CN=C1NS(=O)(=O)c2ccccc21
(36) Cc1onc(-c2ccccc2Cl)c1C(=O)N1CC(C)OC(C)C1 (centres undefined)

entry no. | 31 | 32 | 33 | 34 | 35 | 36
BH1578 lux ind | 1.1 | -0.5 | -3.6 | -1.0 | -0.1 | i
FBA Mtb inh | 5 | 1 | -3 | 2 | 1 | 0
Mtb BioA inh | nt | -0.2 | -0.1 | -2.2 | 0.7 | -1.8
UGM FP inh | -0.8 | -0.2 | -0.6 | nt | -0.7 | -0.5
MazF activator | 1 | -2 | -2 | -1 | 5 | 5
SSB-PriA inh | -15 | 1 | -6 | -12 | -1 | 4
Rv3671c inh | -6 | -4 | 3 | nt | 0 | 3
GDH-TPI inh | 13 | 7 | 5 | 9 | 0 | -9
VHR inh abs | 5 | 17 | -17 | nt | 30 | -11
SARS 3CLpro inh | 0 | 1 | 1 | nt | 3 | -1

(37) O=C(COC(=O)c1ccccc1)NCc1ccco1
(38) COc1cc(C(=O)NCc2ccc3c(c2)cc(C)n3C)cc(OC)c1OC
(39) CN1CCN(C(=O)c2ccc(S(=O)(=O)N(C)c3ccccc3)cc2)CC1
(40) CCCCCCCCC(=O)O
(41) O=C(Nc1nc(-c2ccc3c(c2)OCO3)cs1)C1COc2ccccc2O1 (centres undefined)
(42) CC(=O)Nc1ccc(S(=O)(=O)NNC(=O)COc2ccc(C(C)(C)C)cc2)cc1

entry no. | 37 | 38 | 39 | 40 | 41 | 42
BH1578 lux ind | -0.1 | -0.1 | 0.9 | -0.5 | -0.6 | -0.5
FBA Mtb inh | -3 | 2 | 0 | 1 | 5 | -1
Mtb BioA inh | -0.2 | nt | 0.2 | -1.8 | 0.3 | -1.4
UGM FP inh | 1.8 | 0.8 | nt | 0.0 | -0.9 | -1.1
MazF activator | -5 | -1 | 0 | 5 | 3 | 10
SSB-PriA inh | -6 | 2 | nt | 2 | -9 | -18
Rv3671c inh | -3 | 5 | nt | 7 | -50 | -1
GDH-TPI inh | 8 | 12 | 1 | 1 | -3 | -5
VHR inh abs | 23 | 16 | nt | nt | 2 | -3
SARS 3CLpro inh | 2 | -5 | nt | nt | 1 | -1

(43) COc1ccc(S(=O)(=O)N[C@@H](CC(C)C)C(=O)O)cc1
(44) O=C(COC(=O)c1cnccn1)c1ccccc1
(45) Cc1cc(C)c(-c2csc(NC(=O)CCCc3nc4ccccc4c(=O)[nH]3)n2)c(C)c1
(46) O=C(Cn1c(=O)oc2ccccc21)N1CCN(c2ccccc2)CC1
(47) CC(CC(=O)O)C(=O)c1ccc(Cl)c([N+](=O)[O-])c1 (centres undefined)
(48) CCCCNC(=S)N(Cc1c(C)noc1C)c1ccccc1

entry no. | 43 | 44 | 45 | 46 | 47 | 48
BH1578 lux ind | i | -0.3 | -0.4 | -7.7 | -0.1 | i
FBA Mtb inh | -3 | 2 | 3 | -5 | -1 | -2
Mtb BioA inh | -1.1 | -1.7 | 0.7 | 11 | -1.9 | 0.3
UGM FP inh | -2.8 | nt | -1.0 | -0.9 | 0.5 | 0.9
MazF activator | -7 | 16 | -11 | 9 | 7 | 0
SSB-PriA inh | -13 | -3 | 4 | -16 | 2 | -9
Rv3671c inh | -4 | nt | -13 | -6 | 1 | 3
GDH-TPI inh | -7 | 7 | 9 | 0 | 15 | 5
VHR inh abs | 32 | -4 | nt | 16 | 26 | 6
SARS 3CLpro inh | 6 | 4 | nt | 0 | 3 | -4
